NPY1 pot ag: human NPY-Y1 potentiation or agonism, primary screen | P25929 | NPY-Y1 expressing cells, potentiator/agonist activation | activation, % at 3.6 µM | hit rate 0.37% among 220,000 | AID 1304; in the data active = activation above about 33%, passing the limit was not always enough;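 also: cells stimulated with NPY at EC10 then isoproterenol at EC100; 0% = low agonist plus stimulus and 100% = saturating agonist plus stimulus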
RBBP9 inh: inhibitors of human serine hydrolase RBBP9 | O75884 | recombinant RBBP9, FP-Rh probe fluorescence polarization | hit rate 0.2% among 220,000 | inhibition, % at 7.94 µM;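 active = inhibition above the campaign mean of all tested compounds plus 3 SD, cut at about 14% in these data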;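 also: plate controls were DMSO wells with RBBP9 for no effect and wells lacking RBBP9 protein for full effect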
Target sequence (O75884 whole entry, looked up): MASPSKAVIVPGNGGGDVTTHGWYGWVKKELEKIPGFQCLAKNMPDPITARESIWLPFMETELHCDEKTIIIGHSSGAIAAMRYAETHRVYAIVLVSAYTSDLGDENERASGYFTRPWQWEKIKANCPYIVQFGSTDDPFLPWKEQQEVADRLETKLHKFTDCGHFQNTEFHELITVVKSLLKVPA
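Measured by – fluorescence polarization · Test system – RBBP9 protein · Input – 2.5 µM RBBP9 dispensing solution, before mixing · Measure – percent inhibition from mP, scaled between DMSO and no-protein wells · Benchmarks – DMSO-treated enzyme wells and wells lacking RBBP9 · Times – preincubation 30 min plus labeling 45 min at 25 °C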
S1P4 antag: antagonists of human S1P4 receptor; O95977; S1P4-expressing cells, antagonist mode, reporter read-out; inhibition, % at 4.98 µM; hit rate 0.26% among 220,000; in the data active = inhibition above about 29%;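 also: 0% = wells stimulated with agonist and 100% = vehicle wells without agonist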
BaF3 tox: parental Ba/F3 viability inhibition as JAK2V617F counter-screen. inhibition, % at 5.6 µM. AID 1486. CellTiter-Glo ATP luminescence. hit rate 1.1% among 220,000;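 active = inhibition above a per-campaign cutoff, the mean inhibition of all tested compounds plus 3 SD, cut at about 27% in these data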;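 also: 0% = DMSO wells and 100% = JAK Inhibitor I control wells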
Runt-CBFb FRET: Runt domain-CBFb interaction inhibition. hit rate 0.46% among 220,000. Q01196+Q13951. inhibition, % at 20 µM. Cerulean-Runt/Venus-CBFb FRET ratio 530/480, 1 h;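 active = inhibition over about 50% at 20 µM in the single-dose screen, limit read from the data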;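 also: 0% = DMSO wells and 100% = excess unlabeled CBFb competitor control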
Target sequence (Q01196 whole entry, looked up, the tested form may be a part): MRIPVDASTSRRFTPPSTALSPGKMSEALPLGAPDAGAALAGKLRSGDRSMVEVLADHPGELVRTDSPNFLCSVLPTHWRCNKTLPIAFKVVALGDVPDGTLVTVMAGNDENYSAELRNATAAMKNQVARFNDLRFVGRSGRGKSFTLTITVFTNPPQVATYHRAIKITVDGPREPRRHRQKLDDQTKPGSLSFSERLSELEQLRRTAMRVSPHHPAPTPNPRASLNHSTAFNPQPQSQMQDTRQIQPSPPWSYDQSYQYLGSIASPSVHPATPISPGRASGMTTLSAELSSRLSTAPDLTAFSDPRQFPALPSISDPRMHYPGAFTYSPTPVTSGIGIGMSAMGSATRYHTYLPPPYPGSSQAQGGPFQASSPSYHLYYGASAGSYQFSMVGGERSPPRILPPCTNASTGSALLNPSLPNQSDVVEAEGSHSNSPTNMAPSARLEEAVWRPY
Target sequence (Q13951 whole entry, looked up, the tested form may be a part): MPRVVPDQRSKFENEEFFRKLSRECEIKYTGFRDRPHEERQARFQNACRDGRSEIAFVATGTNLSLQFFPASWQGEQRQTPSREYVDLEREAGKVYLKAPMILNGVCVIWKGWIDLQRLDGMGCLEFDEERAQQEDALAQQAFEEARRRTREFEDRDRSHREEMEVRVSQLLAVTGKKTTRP
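Assay system: Cerulean-Runt domain fusion protein, energy donor; Signal: fluorescence energy transfer, 422 nm excitation, 530/480 nm emission; Timing: 1 h compound exposure, room temperature; Control set: unlabeled CBFb; Medium: Tris buffer pH 7.5 with salts and BSA; Compound: single test concentration of 20 µM, 1% DMSO final; Probe or stimulus: Venus-CBFb 100 nM.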
S1P4 agonist: activates the human S1P4 receptor. S1P4-expressing cell line, agonist reporter assay. O95977. hit rate 0.35% among 220,000. activation, % at 4.98 µM. AID 1509; in the data active = activation above about 11%;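 also: 0% = DMSO vehicle and 100% = reference agonist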
NPY-Y1 antag: blocks the human neuropeptide Y Y1 receptor; inhibition, % at 3.6 µM; hit rate 1% among 200,000; HEK293-CNG Y1 cells, membrane potential fluorescence; NPY at EC95, then isoproterenol;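 active = inhibition above the campaign mean inhibition of all tested compounds plus 3 SD, cut at about 20% in these data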;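 also: 0% = DMSO wells given NPY plus isoproterenol and 100% = isoproterenol alone without NPY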
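Assay system: HEK293 Y1/CNG channel cell line; Doses: single compound dose of 3.6 µM, 0.4% DMSO; Timing: dye 3 h, compound 60 min room temperature, stimulation 45 min; Technique: Membrane-potential fluorescent dye readout; Measure: % inhibition of NPY effect.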
Ba/F3 V617F tox: lowers viability of Ba/F3 cells expressing EpoR and JAK2V617F. hit rate 1.1% among 220,000. inhibition, % at 5.6 µM. ATP luminescence;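 active = inhibition above the campaign mean plus 3 SD over all tested compounds, cut at about 24% in these data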;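 also: cytokine-independent growth of Ba/F3 cells driven by EpoR plus mutant JAK2; 0% = DMSO-treated cells and 100% = JAK inhibitor I control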
NPY2 pot ag: potentiates or activates human NPY-Y2 receptor | P49146 | cells expressing NPY-Y2, potentiator/agonist read-out | activation, % at 3.6 µM | hit rate 0.45% among 220,000; in the data active = activation above about 27%;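 also: cells stimulated with NPY near EC25 plus isoproterenol at EC100; 0% = vehicle plus submaximal agonist and 100% = vehicle plus saturating agonist; some results beyond the cut were filed as inactive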
The depositor's hits bear a star; · = not tested or not shown.

SMILES	NPY1 pot ag	RBBP9 inh	S1P4 antag	BaF3 tox	Runt-CBFb FRET	S1P4 agonist	NPY-Y1 antag	Ba/F3 V617F tox	NPY2 pot ag
N#CC(=C1CCCC1)c1nc(-c2ccccc2O)cs1	-32	-5	0	-1	1	2.2	8	-3	-4
Cc1ccccc1C(=O)NCc1ccncc1	-11	2	-6	1	1	-1.9	0	-3	-4
CN1C(=O)N(C)C2C1N(CN1CCCCC1)C(=O)N2CN1CCCCC1 (configuration not stated)	-6	-2	-4	4	0	-0.8	5	-3	0
CCn1c(=O)c2ccccc2n2c(SCC(=O)N3CCCc4ccccc43)nnc12	12	-6	6	1	·	-0.1	9	-1	0
COc1ccc(NS(=O)(=O)c2ccc(Cl)s2)cn1	16	2	8	-1	-4	-1.2	·	-6	0
Cc1ccc(C)n1-c1c(C(=O)NN)cnn1-c1ccccc1	15	-1	7	5	-2	-1.1	4	1	8
CCCc1nnc(SCC(=O)N2CCCC(C)C2)n1CCCOC (configuration not stated)	7	-2	4	2	-1	1.3	3	-5	-13
O=C(NC1CCCC1)C1CCN(C(=O)NCc2ccccc2)CC1	-3	-8	9	3	-1	-1.3	2	0	-5
COc1cc(/C=N/N=C2\CC3CCC2(C)C3(C)C)ccc1O (configuration not stated)	-9	-5	-8	3	7	2.0	-1	-1	-8
Cc1cc(NC(=O)CC2CCCC2)n(-c2nc3ccccc3[nH]2)n1	-24	4	-16	2	-2	-1.4	21*	-2	-7
O=C(Cn1nc(-c2ccccc2)ccc1=O)Nc1ccc(N2CCN(C(=O)c3ccccc3)CC2)cc1	32	7	-5	2	-2	-1.1	-12	-6	33*
O=C(C1=C[C@H](C2CC2)C[C@H](OCc2ccc(CO)cc2)O1)N1CCN(Cc2ccccc2)CC1	-5	-2	4	0	-2	-0.4	-2	2	3

Structural class, the entries above with four or more nitrogen atoms (6)
SMILES	NPY1 pot ag	RBBP9 inh	S1P4 antag	BaF3 tox	Runt-CBFb FRET	S1P4 agonist	NPY-Y1 antag	Ba/F3 V617F tox	NPY2 pot ag
CN1C(=O)N(C)C2C1N(CN1CCCCC1)C(=O)N2CN1CCCCC1 (configuration not stated)	-6	-2	-4	4	0	-0.8	5	-3	0
CCn1c(=O)c2ccccc2n2c(SCC(=O)N3CCCc4ccccc43)nnc12	12	-6	6	1	·	-0.1	9	-1	0
Cc1ccc(C)n1-c1c(C(=O)NN)cnn1-c1ccccc1	15	-1	7	5	-2	-1.1	4	1	8
CCCc1nnc(SCC(=O)N2CCCC(C)C2)n1CCCOC (configuration not stated)	7	-2	4	2	-1	1.3	3	-5	-13
Cc1cc(NC(=O)CC2CCCC2)n(-c2nc3ccccc3[nH]2)n1	-24	4	-16	2	-2	-1.4	21*	-2	-7
O=C(Cn1nc(-c2ccccc2)ccc1=O)Nc1ccc(N2CCN(C(=O)c3ccccc3)CC2)cc1	32	7	-5	2	-2	-1.1	-12	-6	33*

(list continues)
SMILES	NPY1 pot ag	RBBP9 inh	S1P4 antag	BaF3 tox	Runt-CBFb FRET	S1P4 agonist	NPY-Y1 antag	Ba/F3 V617F tox	NPY2 pot ag
CC(C)CCn1c(Sc2nc3ccccc3o2)nc2c1c(=O)[nH]c(=O)n2C	-5	-10	-1	4	-5	0.7	3	2	-27
CCN(CC)S(=O)(=O)c1cc(C(=O)Nc2ccc(Cl)cn2)ccc1C	-7	-4	-12	14	0	0.6	9	4	-3
CN(CC(=O)N1CCN(c2ccccn2)CC1)S(=O)(=O)c1ccccc1	-6	-7	-19	3	1	-2.6	4	2	-6
CCOC(=O)C1=C(COC(=O)C2(C)CC2(Cl)Cl)NC(=O)NC1c1ccc(OC)cc1 (configuration not stated)	12	0	-7	6	-5	0.1	-5	0	-7
COc1ccc(NC(=O)c2oc3ccccc3c2NC(=O)c2ccco2)c(OC)c1	-2	-1	-14	3	-5	0.4	4	1	-22
CC1=C(C(=O)OCC2CCCO2)C(c2ccc(C)o2)C2=C(CC(c3ccc(F)cc3)CC2=O)N1 (configuration not stated)	-2	-6	-27	7	-2	-1.4	1	0	4
CCOC(=O)C(NC(=O)C1CCCN1C(=O)OCc1ccccc1)C(=O)OCC (configuration not stated)	-5	-10	-2	7	0	-0.1	4	-3	-6
Cc1[nH]c(=O)c(C(=O)c2cc(Cl)ccc2O)cc1C(=O)O	12	3	-3	8	2	0.8	-1	3	5
NC(=O)C1(N2CCCCC2)CCN(S(=O)(=O)c2cc(Cl)sc2Cl)CC1	14	5	-11	3	0	1.2	·	-2	-15
CC(C)(C)OC(=O)N/N=C\c1ccc([N+](=O)[O-])s1	12	0	-12	8	0	1.1	0	1	16
N#CCc1ccc(C(=O)c2ccccc2)s1	-23	-1	-11	2	-1	-0.8	2	-3	0
Cc1cccc(S(=O)(=O)NCCC(=O)OCC(=O)Nc2ccc(C#N)cc2)c1	6	-3	-12	1	-2	0.7	-1	-4	6

More structures.
compound	NPY1 pot ag	RBBP9 inh	S1P4 antag	BaF3 tox	Runt-CBFb FRET	S1P4 agonist	NPY-Y1 antag	Ba/F3 V617F tox	NPY2 pot ag
Cc1ccc(S(=O)(=O)Nc2ccc(NC(=O)Nc3cccc(C(F)(F)F)c3)cc2)cc1	21	-15	-20	5	-2	1.5	-13	2	24
CCCc1nnc(NC(=O)c2cn(CC)c3cc(N4CCN(C)CC4)c(F)cc3c2=O)s1	9	-2	-14	-1	-2	1.1	·	-2	-4
O=C(c1cccc(S(=O)(=O)N2CCOCC2)c1)N1CCCCCC1	-4	-11	4	4	18	-0.3	-2	1	2
COCCn1c(-c2ccc(Cl)cc2)cnc1SCC(=O)NCCc1ccc(OC)c(OC)c1	0	-2	-6	8	-5	-0.7	3	1	7
CC(=O)c1cccc(NC(=O)N2CCCC2C(=O)Nc2ccc3c(c2)OCCO3)c1 (configuration not stated)	10	-8	-1	5	-1	-0.4	0	0	-9
CCn1ccnc1CNC(=O)CC1C(=O)NCCN1CC(c1ccccc1)c1ccccc1 (configuration not stated)	1	-12	7	5	0	-0.5	2	5	-23
CCOc1cc(/C=C2/NC(=O)N(Cc3ccccc3F)C2=O)ccc1O	-20	-6	3	72*	-2	-0.1	-4	95*	-7
CCOc1ccc(C(=O)OCC(=O)Nc2nc(OC)cc(OC)n2)cc1OCC	-16	-9	-20	1	1	1.4	1	0	10
Nc1cccc(-c2nnc3n2CCCCC3)c1	-11	2	-20	2	1	0.2	-1	1	-4
O=C(CCCn1c(=S)[nH]c2cc3c(cc2c1=O)OCO3)N1CCN(c2ccc(F)cc2)CC1	23	-4	-5	10	-2	-0.8	-3	10	-5
Cc1onc(-c2c(Cl)cccc2Cl)c1C(=O)c1c[nH]c(C(=O)NCCCN2CCOCC2)c1	7	-2	2	8	-1	-5.0	6	6	8
Cc1cc(C)cc(C(=O)N2CC(C)OC(C)C2)c1 (configuration not stated)	-7	-4	-13	5	3	-0.2	2	2	3
O=C(Nc1ccccc1)c1ccc(S(=O)(=O)N2CCCC2)cc1	-15	10	-19	8	-1	-0.2	-2	1	-11
CC(=O)C1=C(c2ccccc2)NC(=O)NC1c1ccc(O)c(O)c1 (configuration not stated)	5	-5	8	10	31	0.8	-2	3	-1
Cn1c(Cn2c(=O)sc3ccccc32)nnc1SCC(=O)Nc1ccccc1F	-14	-14	-12	5	-2	0.4	-1	4	11
Cc1ccc(Cn2c(O)c(N=O)c3ccccc32)cc1	19	-33	-2	8	1	0.8	-5	-1	-9
CCc1ccccc1NC(=O)N1CCCC(CCC(=O)N(C)CCc2ccccn2)C1 (configuration not stated)	-1	-7	-21	4	0	-0.7	3	-1	-5
CNc1nc(N)c([N+](=O)[O-])c(NCc2ccccc2)n1	-7	5	-8	0	-2	-2.0	4	-2	-5
Nc1ccc(-c2nc3ncccc3o2)c(Cl)c1	0	0	-23	8	0	0.6	9	2	1
Cc1ccc(C)c2[nH]c(=O)c(C(c3nnnn3Cc3ccco3)N3CCc4ccccc4C3)cc12 (configuration not stated)	-4	-1	5	5	6	0.0	7	-1	-6
Cn1c(=NC(=O)CSCC(=O)N2CCCCC2)sc2ccccc21	-11	2	-2	5	-2	-0.6	3	3	-6
CC1=C(C(=O)OC(C)C)C(c2ccc(C)o2)C(C(=O)OC(C)C)=C(C)N1	9	3	-4	-2	-3	0.0	·	-4	-15
CCOc1cc(N2CCOCC2)c(OCC)cc1NC(=O)Cc1cn2ccsc2n1	-3	4	-2	6	-1	1.1	-7	1	2
COc1ccc(C)cc1NC(=O)c1nnn(Cc2cccc(F)c2)c1N	8	-3	-3	14	2	0.4	1	7	6
Cc1cc2[nH]c3ccccc3c2c(C)n1	-12	-4	-14	-1	-5	0.6	12	-1	-15
COc1ccc(-c2csc(NC(=O)c3cccc(S(=O)(=O)N4CCN(C)CC4)c3)n2)cc1	24	-9	1	8	-2	-0.3	-2	4	8
COc1ccc(OCCC(=O)OCC(=O)NCCC2=CCCCC2)cc1	-24	-4	-17	3	0	1.2	4	-5	-8
O=CNc1ccccc1Oc1ccccc1	-6	-7	-19	2	1	0.8	2	0	-12
COc1ccc(Cl)cc1-c1n[nH]c(=S)n1C	6	4	-18	1	-18	-1.8	1	-3	10
CCCC(=O)Nc1ccc(C(=O)NNC(=O)c2ccccc2Br)cc1	3	-11	3	-1	·	0.7	-1	-2	-1
C=Cn1c(C(=O)O)cc(CC)c1-c1ccccc1	-29	-7	-28	3	-1	0.3	6	1	-8
Cc1ccc(C(=O)NCC(=O)NCC(=O)OCC(=O)c2ccc(Br)cc2)cc1	-6	2	-9	6	0	-1.2	2	0	-7
Clc1ccc2c(N/N=C/c3ccc(Br)cc3)ccnc2c1	-6	-2	-4	2	-3	-0.4	-1	-2	2
COC(=O)Cc1cc(=O)n2[nH]c(C)cc2n1	-5	-6	7	0	5	1.8	-9	0	-2

From PubChem
